High-throughput results (PubChem BioAssay)
STK33 inh: human STK33 kinase inhibition. Q9BYT3. purified STK33, MBP phosphorylation, ADP-Glo luminescence. inhibition, % at 10 µM. hit rate 0.073% among 320,000. AID 2661;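 active means inhibition at or above 25%, using the most active replicate where run in duplicate; inactive means inhibition below 25%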
Target sequence (Q9BYT3 whole entry, looked up): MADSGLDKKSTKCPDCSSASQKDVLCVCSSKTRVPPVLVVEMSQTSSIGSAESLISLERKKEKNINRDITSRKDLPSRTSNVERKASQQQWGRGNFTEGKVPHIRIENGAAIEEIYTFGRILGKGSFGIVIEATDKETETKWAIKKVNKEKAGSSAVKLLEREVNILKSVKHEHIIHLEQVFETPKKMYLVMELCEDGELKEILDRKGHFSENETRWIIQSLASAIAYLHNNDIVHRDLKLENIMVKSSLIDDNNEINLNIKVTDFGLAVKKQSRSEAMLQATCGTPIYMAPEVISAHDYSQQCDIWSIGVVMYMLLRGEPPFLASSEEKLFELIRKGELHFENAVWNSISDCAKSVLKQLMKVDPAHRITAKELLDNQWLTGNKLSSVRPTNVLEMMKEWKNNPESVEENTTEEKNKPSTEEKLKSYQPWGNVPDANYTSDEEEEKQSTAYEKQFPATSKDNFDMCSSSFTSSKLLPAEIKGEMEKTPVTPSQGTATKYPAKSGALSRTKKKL
OX1R antag: blocks the human orexin 1 receptor | O43613 | OX1R-expressing cells, FRET antagonist read-out | inhibition, % at 6.6 µM | hit rate 1.8% among 330,000; in the data active means inhibition mostly above about 38%, no sharp cut-off; inactive means mostly below about 40%;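 further: 0% = agonist challenge alone and 100% = reference antagonist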
Target sequence (O43613 whole entry, looked up): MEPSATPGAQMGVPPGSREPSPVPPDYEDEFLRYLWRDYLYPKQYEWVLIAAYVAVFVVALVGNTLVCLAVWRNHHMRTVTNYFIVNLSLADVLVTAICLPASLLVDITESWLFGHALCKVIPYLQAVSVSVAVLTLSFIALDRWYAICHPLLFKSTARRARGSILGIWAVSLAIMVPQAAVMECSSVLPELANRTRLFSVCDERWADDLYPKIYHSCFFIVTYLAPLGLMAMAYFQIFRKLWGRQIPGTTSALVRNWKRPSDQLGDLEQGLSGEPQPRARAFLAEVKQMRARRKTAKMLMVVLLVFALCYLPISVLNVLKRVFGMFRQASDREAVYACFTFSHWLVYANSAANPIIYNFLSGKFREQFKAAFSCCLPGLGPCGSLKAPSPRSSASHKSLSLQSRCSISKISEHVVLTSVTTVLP
An asterisk follows results filed as active; / = not tested or not shown.

SMILES	STK33 inh	OX1R antag
O=C(N=c1ccn(-c2nc3ccccc3nc2NS(=O)(=O)c2ccccc2)cc1)c1ccccc1Cl	-0.5	17
COc1ccc(NC(=O)c2c(SC)nsc2SC)cc1	1.2	35
Cc1ccc(-n2nc3c(c2NC(=O)C2CC2)CS(=O)(=O)C3)cc1	0.1	6
CC(OC(=O)c1cccs1)C(=O)Nc1nc(-c2ccccc2)cs1 (configuration not stated)	-1.0	23
CC(C)CCn1c(SCC#N)nc2c(sc3ccccc32)c1=O	-0.6	6
CC(NC(=O)c1ccc([N+](=O)[O-])o1)C1CC2CCC1C2 (configuration not stated)	-0.4	21
CCN(C(=O)COC(=O)c1ccc2c(=O)n3c(nc2c1)CCC3)C1CCS(=O)(=O)C1 (configuration not stated)	-1.2	17
O=C(NN=Cc1ccc(F)cc1)c1ccccc1NS(=O)(=O)c1cccs1	-0.1	25*
C=CCN(C(=O)CCC(=O)Nc1cc(C)on1)C(C(=O)NC(C)(C)CC)c1cccc(OC)c1OC (configuration not stated)	-0.9	11
CCOc1ccccc1NC(=O)CSc1cn[nH]n1	/	27
CCN(CC)c1ccc2cc(C(=O)Nc3ccccn3)c(=O)oc2c1	-0.8	73
CC(c1ccccc1)C1C(C#N)=C(N)OC2=C1C(=O)CCC2 (configuration not stated)	-0.8	-3

Single records, from the list above:
CC(c1ccccc1)C1C(C#N)=C(N)OC2=C1C(=O)CCC2 (configuration not stated) is entered as STK33 inh = -0.8; OX1R antag = -3
CCOc1ccccc1NC(=O)CSc1cn[nH]n1 is entered as STK33 inh = /; OX1R antag = 27
CC(OC(=O)c1cccs1)C(=O)Nc1nc(-c2ccccc2)cs1 (configuration not stated) is entered as STK33 inh = -1.0; OX1R antag = 23

(further entries)
SMILES	STK33 inh	OX1R antag
Cc1ccc2nc3c(cc(C(=O)NCc4ccco4)c(=N)n3C3CCCC3)c(=O)n2c1	0.3	30
NCCN1CCN(CC(=O)N2c3ccccc3C(=O)Nc3cccnc32)CC1	0.3	11
CCCCC(=O)Nc1ccc2c3c(cccc13)CC2	-2.9	16
COc1cccc(CNn2cnnc2)c1OCc1ccc(F)cc1	-0.6	7
[O-]/[N+](=C/c1cccnc1)c1ccc(Br)cc1	/	13
O=C(NCc1ccco1)c1sc2cc(Cl)ccc2c1Cl	1.5	29
O=C(C[n+]1ccn(CCCNP2(=O)C=C(c3ccccc3)OC(c3ccccc3)=C2)c1)c1cccs1	0.8	13
COC(=O)c1ccccc1NC(=O)C12CCC(C)(C(=O)O1)C2(C)C (configuration not stated)	-2.2	10
CC1CC1C(=O)N(C)CC(=O)Nc1ccc(Cl)c(C(F)(F)F)c1 (configuration not stated)	-0.5	17
COc1ccc(NC(=O)CSc2ccc3nnc(-c4ccccn4)n3n2)cc1OC	0.7	42
Cc1ccc(Nc2nc3ccccc3c(=O)[nH]2)cc1C	4.6	16
CC(=O)c1cccc(NC(=O)c2cnn(-c3ccccc3)c2C)c1	-0.3	19
Cn1c(N=NC(=O)c2ccccc2)c(O)c2ccccc21	3.3	137*
O=C(Cn1cnc2ccccc2c1=O)c1ccc(Br)cc1	0.7	12
C/C(=N/Nc1ccc(Cl)cc1)c1cnnc(-c2ccccc2)n1	-0.7	8
COc1ccc(N=C2SC(C(=O)O)CC(=O)N2C)cc1 (configuration not stated)	-0.1	8
O=C(CSc1nnc(CNC(=O)c2c(F)cccc2Cl)o1)NCc1ccccc1	-1.6	13
CCCc1c(C(=O)NNc2cccc(Cl)c2)cnn1-c1ccccc1	1.5	6
O=C1CN(C(=O)c2ccc(Br)o2)C(c2ccccc2)c2cc(Cl)ccc2N1 (configuration not stated)	0.2	2
CN(Cc1nc(-c2ccncc2)no1)S(=O)(=O)c1ccc(Cl)cc1	0.4	3
COc1cc(S(=O)(=O)NC(Cc2c[nH]c3ccccc23)C(=O)O)ccc1NC(C)=O (configuration not stated)	-1.0	14
CCc1c(-c2ccccc2)nc(N)c(C#N)c1-c1cccs1	-4.7	16
COc1ccc(-c2nnn(CC(=O)N(CCCN3CCOCC3)C(C(=O)NC3CCCC3)c3ccc(C)o3)n2)cc1 (configuration not stated)	0.2	20
CCOC(=O)N1CCN(C(=O)c2ccc3nc(N4CCC(C)CC4)sc3c2)CC1	0.0	-2
S=c1[nH]nc(Cc2c[nH]c3ccccc23)o1	-1.7	1
CCCCn1c(=O)c(-[n+]2ccccc2)c([O-])c2ccccc21	-2.2	9
CCOC(=O)CCNC(=O)N1CCCC(N(C)CCc2ccc(OC)c(OC)c2)C1 (configuration not stated)	-1.8	4
O=[N+]([O-])c1ccccc1/C=C/CN1CCN(Cc2ccc3c(c2)OCO3)CC1	-1.0	17
O=C(NCc1ccccn1)c1ccc(Br)s1	-0.3	17
Cc1cccc(CNC(=O)CC2C(=O)NCCN2C2CCCC2)c1 (configuration not stated)	-0.4	31
Cc1cc(NC(=O)COC(=O)CNC(=O)c2cccs2)c([N+](=O)[O-])cc1C	-0.4	27
CCCCn1cnc2c([nH]c3ccccc32)c1=O	0.8	27
Cc1ccsc1C(=O)NNC(=O)C1C2C=CC(C2)C1C(=O)O (configuration not stated)	-0.5	7
COc1ccccc1CNS(=O)(=O)c1c(C(=O)N2CCCC2)c(C)n(C)c1C	-1.4	-5
C=CCn1c(SCc2cccc(F)c2)nc2cc(C(=O)N3CCC(C(N)=O)CC3)ccc2c1=O	-1.5	18
O=C(Nc1ccccc1Oc1ccccc1)C1=COCCO1	0.5	18

Continued, overlapping the part above by three compounds.
SMILES	STK33 inh	OX1R antag
COc1ccccc1CNS(=O)(=O)c1c(C(=O)N2CCCC2)c(C)n(C)c1C	-1.4	-5
C=CCn1c(SCc2cccc(F)c2)nc2cc(C(=O)N3CCC(C(N)=O)CC3)ccc2c1=O	-1.5	18
O=C(Nc1ccccc1Oc1ccccc1)C1=COCCO1	0.5	18
O=C(COc1ccc([N+](=O)[O-])cc1)Nc1ccc(S(=O)(=O)N2CCOCC2)cc1	0.2	6
CCOC(=O)c1cc(C#N)c(SCC(=O)c2cc(C#N)c(SC)nc2C)nc1C	-1.3	3
CCCn1c2ccccc2c2nnc(SCC(=O)Nc3ncccn3)nc21	2.2	62
CC(C)(C)c1csc(NC(=O)c2cccnc2Cl)n1	-0.8	9
COc1cc(C=O)ccc1OCCSc1ccc(C)cc1	-3.0	6
CC(C)CSc1oc(-c2ccco2)nc1S(=O)(=O)c1ccccc1	1.1	29
Cc1cc(C(=O)CSC(C)c2nc3ccccc3c(=O)[nH]2)c(C)n1C (configuration not stated)	-0.5	8
OCCN1CCN(CC(O)COc2ccc(Cl)cc2)CC1 (configuration not stated)	-0.9	14
Cc1nnc(-c2cnn(C)c2N)n1Cc1cccc(Cl)c1	0.1	14
CC(=O)c1c(C)oc2ccc(N(C(=O)c3ccncc3)S(=O)(=O)c3ccccc3)cc12	-0.2	22
COc1ccc(C(=O)NC2CC2)cc1OC1CCN(Cc2cc(C)c(C)cc2C)CC1	-0.6	28
CCN(CC)C(=S)Nc1ccc(OC)cc1	-0.5	7
O=S(=O)(c1ccccc1)N1CCN(S(=O)(=O)c2ccc(F)cc2)CC1	-2.7	-1
COc1cc(C2C(C(=O)c3ccco3)=C(O)C(=O)N2CC2CCCO2)ccc1O (configuration not stated)	0.4	21
Cn1c(C2CCCCC2)nc2cc(N)ccc21	3.7	16
NC(=O)C1(NC(=O)[C@@H]2CC3(CC(c4cccc(NC(=O)[C@@H]5CCC(=O)N5)c4)=NO3)CN2C(=O)Cc2ccc(C(F)(F)F)cc2)CC1 (some centres not stated)	-1.1	20
CN1/C(=C\C=C2/SC(=S)N(CC(=O)O)C2=O)C(C)(C)c2ccccc21	2.7	34
CC(C)(C)N(Cc1ccccc1)C(=O)COC(=O)[C@@H]1CCCN1C(=O)c1cccs1	0.9	23
CCCCCc1cc(=O)oc2c(C(CCN3CCCC(C)C3)c3cc(OC)c(OC)c(OC)c3)c(OC)cc(OC)c12 (configuration not stated)	0.0	14
CC(C)(CSc1nncn1N)NS(=O)(=O)c1ccc(Cl)cc1	-0.7	12
CC(=O)OCCc1c(C)nc2nc[nH]n2c1=O	-0.8	33
Cc1cc(C)c2c(N)c(-c3nc4ccccc4[nH]3)sc2n1	-1.4	46
C=CCn1c(NCc2ccccc2O)nc2ccccc21	0.7	1
S=c1[nH]nc(-c2n[nH]c3c2CCC3)n1/N=C/C=C/c1ccccc1	0.8	7

A draw from above in order of count of non-hydrogen atoms, rising.
SMILES	STK33 inh	OX1R antag
CC(=O)OCCc1c(C)nc2nc[nH]n2c1=O	-0.8	33
CC(C)(CSc1nncn1N)NS(=O)(=O)c1ccc(Cl)cc1	-0.7	12
S=c1[nH]nc(-c2n[nH]c3c2CCC3)n1/N=C/C=C/c1ccccc1	0.8	7
CN1/C(=C\C=C2/SC(=S)N(CC(=O)O)C2=O)C(C)(C)c2ccccc21	2.7	34
COc1cc(C2C(C(=O)c3ccco3)=C(O)C(=O)N2CC2CCCO2)ccc1O (configuration not stated)	0.4	21
CC(C)(C)N(Cc1ccccc1)C(=O)COC(=O)[C@@H]1CCCN1C(=O)c1cccs1	0.9	23

Carrying on:
SMILES	STK33 inh	OX1R antag
Cc1ccc2nc(N/N=C\c3ccc([N+](=O)[O-])o3)nc(-c3ccccc3)c2c1	1.1	0
C=CCNC(=O)c1c(Cl)nc(C)c([N+](=O)[O-])c1C	-2.5	-6
CC(C)CCNC(=O)CCc1nnc2n(CCCOC(C)C)c(=O)c3ccccc3n12	-0.7	-5
Oc1ccc2ccccc2c1C=NCc1cn2ccsc2n1	-0.1	65*
CCCNC(=O)c1cn(CC)c2cc(N3CCN(C(=O)c4ccco4)CC3)c(F)cc2c1=O	-1.8	-6
Cn1c(=O)c2c(nc(CN3CCN(C(=O)c4ccco4)CC3)n2CCCc2ccccc2)n(C)c1=O	-0.3	4
COc1ccc(NC(=O)COC(=O)CCNS(=O)(=O)c2ccccc2)cc1OC	-0.5	30
COc1ccc(OC)c(S(=O)(=O)Nc2cccc(F)c2)c1	-1.3	0
CCOc1ccc(OCCSc2ccc(S(=O)(=O)N3CCN(C)CC3)cn2)cc1	-0.5	-3
CCOc1cc(C(=S)N2CCOCC2)ccc1OC(=O)/C=C/c1ccc(OC)c(OC)c1	-0.5	39
CCN1CCN(C2=C(NS(=O)(=O)c3ccc(Br)cc3)C(=O)c3ccccc3C2=O)CC1	-0.2	95*
CON(C)S(=O)(=O)c1cccc(C(=O)NC2CCSc3ccccc32)c1 (configuration not stated)	-1.1	15
CCOc1ccccc1-c1nc(-c2ccc(NC(=O)Cc3ccc(OC)cc3)cc2)no1	0.1	22
CC(C)[C@@]1(c2ccccc2)ON(c2ccccc2C(F)(F)F)C1=O	-1.2	10
Cc1ccc([N+](=O)[O-])cc1N(CC(=O)Nc1ccc(S(=O)(=O)Nc2cccc(C(F)(F)F)c2)cc1)S(C)(=O)=O	/	3
CCOc1ccc(CCNC(=O)c2cc(-c3ccccc3)c(N3CCOCC3)s2)cc1OCC	0.8	12
Cc1cccc(NC(=O)C2Cc3ccccc3CN2C(=O)OCc2ccccc2)c1C (configuration not stated)	-1.8	7
O=C(NCCc1ccc(Cl)cc1)C1COc2ccccc2O1 (configuration not stated)	0.5	24
O=C(Cn1nnc2ccccc2c1=O)N[C@@H](Cc1ccccc1)C(=O)O	-0.9	3
CCOC(=O)CC1CCCCN1C(=O)c1ccc2oc(CCc3ccccc3)nc2c1 (configuration not stated)	2.9	15
O=C(NCc1ccncc1)C1CCCCC1	0.5	22
CCCCn1c(-c2csc(CCC)c2)n[nH]c1=S	-0.9	13
NS(=O)(=O)c1ccc(NC(=S)NC2CCCCC2)cc1	-1.8	27
COC(=O)CCCC1=CC2=CC(=O)C(C)(OC(=O)c3cccs3)C(=O)C2=CN1CCCOC(C)C (configuration not stated)	-0.7	63*
CCn1c(SCC(=O)Nc2ccc(OC)c(OC)c2)nnc1-c1cnccn1	-2.0	8
C/C=C(\C)C(=O)NCCN1C2=NC[C@H](Cc3ccccc3)N2C[C@@H]1Cc1ccc(OC)cc1	-1.5	5
Cc1ccc(NC(=O)C2CCCN2S(=O)(=O)c2ccc3c(c2)n(C)c(=O)c(=O)n3C)cc1 (configuration not stated)	0.1	3
Cc1ccc2[nH]c(CCN(C)C)c(CC#N)c2c1	0.2	-8
Cc1ccc(-n2c(C)cc(C(=S)N3CCOCC3)c2C)cc1C	0.2	13
Cc1cccc(N2C(=O)SC(N(CC(=O)O)c3cccc(C)c3)C2=O)c1 (configuration not stated)	-2.2	8
O=C(Cn1cccc1C(=O)c1ccccc1)NCCN1CCCCCC1	-1.5	11
O=C(c1cc2cc(Br)ccc2o1)N1CCCC1	2.4	24
COc1ccccc1NCC(=O)NC(=O)NC1CCCCC1	1.2	17
Cc1ccc2cc(CN(C(=O)c3cccnc3)C(C)C)c(=O)[nH]c2c1	-0.4	3
CCOc1ccc(S(=O)(=O)n2nc(C)cc2C)cc1	0.7	6
COc1ccc(C(C(=O)NCC2CCCO2)N(C(=O)CNC(=O)c2ccco2)c2cc(C)ccc2C)cc1OC (configuration not stated)	0.6	8
CCN(CC)c1ccc(/C=N/NC(=O)c2nnn(-c3nonc3N)c2-c2ccc(C)cc2)cc1	-1.1	24
Cc1ccnc(NS(=O)(=O)c2ccc(NC(=O)c3cc(=O)c4ccccc4o3)cc2)n1	-0.6	37
Cc1cccn2c(=O)c3cc(C(=O)N4COCC4(C)C)n(Cc4ccccc4)c3nc12	0.0	22
Cc1cc(NC(=O)c2ccc(NC(=O)C3CC3)cc2)no1	-0.2	13

3 of the entries above in order of the STK33 inh value, falling:
SMILES	STK33 inh	OX1R antag
Cc1cccn2c(=O)c3cc(C(=O)N4COCC4(C)C)n(Cc4ccccc4)c3nc12	0.0	22
Cc1cc(NC(=O)c2ccc(NC(=O)C3CC3)cc2)no1	-0.2	13
Cc1ccnc(NS(=O)(=O)c2ccc(NC(=O)c3cc(=O)c4ccccc4o3)cc2)n1	-0.6	37
